# Source: PubChem (National Center for Advancing Translational Sciences (NCATS))
# UDG counter: Primary qHTS assay for inhibitors of Activation Induced Cytidine Deaminase (AID): UDG Counterscreen signal; FRET deamination/UDG coupled assay, UDG read, 4 h; Potency, µM (doses to about 115 µM), for the others: top-dose activity change, negative = inhibition, actives largely listed as inhibitors; 0.14% of 91,000 active; AID 1347430, 2020; further: nearly all actives have a fitted effect of over 65% in size
# AID inhibitor: Primary qHTS assay for inhibitors of Activation Induced Cytidine Deaminase (AID): AID signal; Single-stranded DNA cytosine deaminase (Homo sapiens), Q9GZX7; Potency, µM (titrated, usually from 115 µM), for inactives: at the highest dose activity change, negative = inhibition, usual class: inhibitors; AID 1347428, 2020; 0.32% of 91,000 active; AID deamination FRET fluorescence, UDG-coupled, 4 h; further: nearly all actives have a fitted effect of over 25% in size
# Target sequence (Q9GZX7 whole entry, looked up): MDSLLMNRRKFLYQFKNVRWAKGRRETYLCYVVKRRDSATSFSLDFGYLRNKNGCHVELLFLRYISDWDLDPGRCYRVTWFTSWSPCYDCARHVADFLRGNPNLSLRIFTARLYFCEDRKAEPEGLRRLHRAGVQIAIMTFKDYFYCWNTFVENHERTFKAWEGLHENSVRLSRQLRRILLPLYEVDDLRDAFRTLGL
# The depositor's hits bear a star; ? = inconclusive; [ ] = another dose, or the depositor's remark. The call rests on the fitted dose curve; in most records, active means well fitted curve in the direction sought with a large enough effect; inconclusive means small, poorly fitted or top-dose-only effect, or another doubt; inactive means no such curve, though single readings can be large; an effect the other way counts as inactive or inconclusive. On the % scale 0 is the no-effect control and ±100 the full control effect; potency means the concentration at half of the fitted maximal effect. Some of the compounds tested; count on the stated rates, not on these rows.
SMILES,UDG counter,AID inhibitor
CCOCCn1c(CN(Cc2ccccc2)Cc2ccccc2)nc2c1c(=O)[nH]c(=O)n2C,-10%,-17%
CN(C)c1ccc(C(CNC(=O)Cc2ccc(Cl)cc2)N2CCOCC2)cc1 (centres undefined),-4%,-19%
CCc1ccc(CNC(=O)c2cc(=O)[nH]c3ccc(S(=O)(=O)N4CCCCC4)cc23)cc1,-10%,5%
Cc1ccccc1-c1nc(SCC(=O)NCc2ccco2)c2c(=O)n(C)c(=O)n(C)c2n1,6%,11%
Cc1ccc(NC(=O)CCC(=O)N2Cc3ccccc3Oc3ncccc32)c(C)c1,4%,-11%
CCn1cnc2c1c(=O)n(CC(=O)Nc1ccc(OC(F)(F)F)cc1)c(=O)n2Cc1ccccc1,2%,-7%
CCc1cccc(CC)c1NC(=O)Cn1nnc2sc(-c3ccccc3)cc2c1=O,9%,14%
Cc1ccc2c(CNCc3ccc(C)o3)c(C(=O)O)n(Cc3ccccc3C)c2c1,-12%[57.5 µM],-24%
COc1ccc(-n2nnc(C(=O)NCc3cccs3)c2N)cc1OC,0%,1%
O=C(/C=C/c1cccs1)NC(=S)NNC(=O)c1ccccc1,-14%,-10%
Cc1cccc(C)c1NC(=O)CCS(=O)(=O)c1cccc2nonc12,?,9%
CCOc1ccccc1CNC(=O)CCCn1c(=O)c2cccn2c2ccc(F)cc21,-2%[57.5 µM],5%
CCOc1ccc(CCNC(=O)CCc2c(C)nc3c(-c4ccccc4)c(C)nn3c2C)cc1OCC,-8%,191%[activator]
c1ccc2cc(Nc3ccc4ccccc4c3)ccc2c1,-26%,11%
O=C(Cc1ccc(Cl)cc1)Nc1nnc2n1CCS2,-13%,6%
CCOc1ccc(N2CC(NC(=O)C(CC)CC)CC2=O)cc1 (centres undefined),43%[activator],-5%
Cc1cc(/C=C(/C#N)c2nc3ccccc3[nH]2)cc(C)c1OCc1ccccn1,-3%,-3%
CC(C)(C)c1ccc(C(=O)NC2(C(F)(F)F)NC(=O)N(CCc3ccccc3)C2=O)cc1 (centres undefined),-7%,-12%
CCCc1cc(=O)oc2cc(OC(C)C(=O)NCCCn3ccnc3)ccc12 (centres undefined),-5%,-7%
Cc1ccc(NC(=O)CCc2nc3cccnc3n2-c2ccccc2)cc1Cl,35%[activator],15%
Cc1ccc(NS(=O)(=O)c2cc([N+](=O)[O-])ccc2N/N=C/c2ccc(C#N)cc2)c(C)c1,-18%,-17%
N#Cc1ccc(CNc2cc(Cl)ccc2Cl)cc1,4%,-15%
CCOc1cccc(NC(=O)c2cccc(C)c2)c1,14%,-4%
COc1ccc(Br)cc1/C=N/O,-6%,-2%
Cc1cc(=O)oc2cc(OS(=O)(=O)c3ccc(Cl)cc3)ccc12,1%,-20%
C=CCc1c(C)nc2nc(SCC(=O)Nc3ccc(OCC)cc3)nn2c1C,0%,7%
O=C(O)/C=C/c1ccc(Br)o1,-3%,-12%
COc1ccc(CNCc2ccco2)cc1OC,2%,8%
CCOC(=O)c1ccc(Oc2c(C(F)(F)F)oc3cc(OC(=O)c4ccc(F)cc4)ccc3c2=O)cc1,9%,-2%
O=C(O)c1nn(CC(=O)N2CCCC2)c(=O)c2ccccc12,-4%,2%
Cc1nc2cc(-c3cccc(F)c3)nn2c(C)c1CCC(=O)NC1CCCCC1,6%,-1%
O=[N+]([O-])c1ccc(N=Cc2cccnc2)cc1,1%,2%
CC(C)(C)c1cc(C(F)(F)F)[nH]n1,-2%,-1%
Cc1cc(C)cc(NC(=O)CCS(=O)(=O)c2ccc3c(c2)oc(=O)n3C)c1,-11%[57.5 µM],-2%[57.5 µM]
COc1ccc(C)cc1S(=O)(=O)Nc1cccc(-c2ccc(N3CCCC3)nn2)c1,12%,17%
CCOC(=O)c1ccc(NC(=O)C2CCOCC2)cc1,8%,1%

# Arranged by formula weight (smallest number first): part of the list above.
SMILES,UDG counter,AID inhibitor
CC(C)(C)c1cc(C(F)(F)F)[nH]n1,-2%,-1%
O=C(O)/C=C/c1ccc(Br)o1,-3%,-12%
O=[N+]([O-])c1ccc(N=Cc2cccnc2)cc1,1%,2%
COc1ccc(Br)cc1/C=N/O,-6%,-2%
COc1ccc(CNCc2ccco2)cc1OC,2%,8%
CCOc1cccc(NC(=O)c2cccc(C)c2)c1,14%,-4%
CCOC(=O)c1ccc(NC(=O)C2CCOCC2)cc1,8%,1%
CCOc1ccc(N2CC(NC(=O)C(CC)CC)CC2=O)cc1 (centres undefined),43%[activator],-5%
Cc1cc(=O)oc2cc(OS(=O)(=O)c3ccc(Cl)cc3)ccc12,1%,-20%
CCCc1cc(=O)oc2cc(OC(C)C(=O)NCCCn3ccnc3)ccc12 (centres undefined),-5%,-7%
Cc1cc(C)cc(NC(=O)CCS(=O)(=O)c2ccc3c(c2)oc(=O)n3C)c1,-11%[57.5 µM],-2%[57.5 µM]
Cc1ccc(NC(=O)CCc2nc3cccnc3n2-c2ccccc2)cc1Cl,35%[activator],15%
Cc1nc2cc(-c3cccc(F)c3)nn2c(C)c1CCC(=O)NC1CCCCC1,6%,-1%
C=CCc1c(C)nc2nc(SCC(=O)Nc3ccc(OCC)cc3)nn2c1C,0%,7%
COc1ccc(C)cc1S(=O)(=O)Nc1cccc(-c2ccc(N3CCCC3)nn2)c1,12%,17%
CC(C)(C)c1ccc(C(=O)NC2(C(F)(F)F)NC(=O)N(CCc3ccccc3)C2=O)cc1 (centres undefined),-7%,-12%
Cc1ccc(NS(=O)(=O)c2cc([N+](=O)[O-])ccc2N/N=C/c2ccc(C#N)cc2)c(C)c1,-18%,-17%
CCOC(=O)c1ccc(Oc2c(C(F)(F)F)oc3cc(OC(=O)c4ccc(F)cc4)ccc3c2=O)cc1,9%,-2%

# The list goes on.
SMILES,UDG counter,AID inhibitor
COc1ccccc1/C=N/O,-1%,-6%
CCc1ccc(S(=O)(=O)c2nnn3c2nc(NCc2ccc(F)cc2)c2sccc23)cc1,-1%,20%
CC(C)(C)SCC(=O)N1CCCC(O)C1 (centres undefined),7%,4%
NS(=O)(=O)C#Cc1ccccc1,9%,-17%
Clc1cccc(Cl)c1C=Nc1cccc2ccccc12,2%,-4%
O=C(Nc1cccc2c1CCCC2)c1cnc(Cl)c(Cl)c1,6%,10%
CONC(=O)C(C)c1ccc2cc(OC)ccc2c1 (centres undefined),-11%,-6%
Cc1ccccc1C(=O)Nc1ccc(C(=O)OCc2cc(=O)n3nc(C(C)C)sc3n2)cc1,5%,4%
Cc1c(Cl)cccc1-n1c2c(c(=O)[nH]c1=O)CN(CCc1ccccc1)CN2,-9%,-9%
CN(c1ccccc1)S(=O)(=O)c1nnc(NC(=O)c2ccco2)s1,28%,4%
COc1ccc(C(=O)O)c(OCc2ccc(C#N)cc2)c1,1%,2%
CCOc1ccc(S(=O)(=O)N(CC(=O)Nc2ccc(OC)c(Cl)c2)c2ccccc2)cc1,2%,29%
CCc1nnc(NC(=O)c2nc(S(=O)(=O)Cc3ccc(C)cc3)ncc2Cl)s1,22%,1%
CC(C)c1nc2oc3c(N(CCO)Cc4ccccc4)ncnc3c2c2c1CCC2,-14%,-18%
CCOc1ccc(CC(=O)NC2CC(=O)N(c3ccc(C)c(C)c3)C2)cc1 (centres undefined),-5%,3%
Cc1cc(C)c2c(c1)c(C)cc1nnc(SCc3ccccc3C#N)n12,-3%,-25%
COc1ccc(OC)c(NC(=O)c2c(NCc3ccc(OC)c(OC)c3)sc3c2CCC3)c1,1%,445%[activator]
CCn1cc(C(=O)NCCc2ccc(OC)c(OC)c2)c(=O)c2cc(S(=O)(=O)N3CCOCC3)ccc21,-5%,?
Cc1ccccc1COc1ccc(C=O)cc1,-16%,?
O=C(CCC1N=C2c3ccccc3N=C(SCc3ccc(F)cc3)N2C1=O)N1CCN(c2ccccc2)CC1 (centres undefined),6%,-28%
Cn1cnc(S(=O)(=O)N2CCCC(C(=O)Nc3cccc(C#N)c3)C2)c1 (centres undefined),3%,2%
CCOc1cc(/C=C(/C#N)C(=O)OCCOC)cc(Cl)c1OC,6%,-10%
Cc1cc2nc(/C(C#N)=C/c3ccc4c(c3)OCO4)[nH]c2cc1C,-12%,-16%
CC(C)NC(=O)CCCN1C(=O)CCn2nc(-c3cccn3C)cc21,0%,40%[activator]
CC(C)COCC(CN(Cc1ccccc1)c1ccccc1)N1CCCC1 (centres undefined),1%,20%
Cc1cc(C)n(-c2nc3c(c(=O)n(CCN4CCOCC4)c(=O)n3C)n2CCC(C)C)n1,-5%,-3%
CCCN1C(=O)c2cc(C(=O)NCc3ccccc3OC)nn2CC1(C)C(=O)NC1CCCC1 (centres undefined),-10%,-5%
CCCc1cc(=O)[nH]c(SCc2nc(-c3ccc(OC)c(OC)c3)no2)n1,-4%,-1%
Cc1ccc(OCCN)cc1C,6%,6%
CCC/C(=N\NC(=O)C(O)(c1ccc(C)cc1)c1ccc(C)cc1)c1ccccc1,-1%,-3%
O=C(NCc1ccccc1Cl)c1cc2ccccc2o1,-1%[57.5 µM],9%[57.5 µM]
Cc1ccc(-n2nnc(C(=O)NC3CCCCC3)c2N)cc1,-3%,0%
CC(C)Cn1c(=O)[nH]c(=O)c2c(C(=O)O)cc(C3CC3)nc21,-5%,-6%
Cc1ccc(-c2cc(C(=O)NCc3cnn(C)c3)c3cc(Br)ccc3n2)cc1,17%,3%
Cn1nnc2c(NCc3c(F)cccc3F)ncnc21,-4%,20%
COc1ccc(CNC(=O)Cn2c(=O)nc(-c3ccccc3F)c3cc(Cl)ccc32)cc1OC,-6%,9%
CC1(C)C(c2ccccc2)=[N+]([O-])C(c2ccccc2Cl)N1O (centres undefined),1%,0%
Cc1ccc(NC(=O)c2sc3nc(-c4ccc(F)cc4)cn3c2C)c(C)c1,-9%,-8%
CN(CC(=O)NC(=O)NCCC1=CCCCC1)C1CCCCC1,6%,-7%
CCOc1ccc(CN(C)CC(=O)NC(=O)NCc2ccccc2)cc1,9%,0%
COc1ccc(CNC(=O)c2cc(Nc3ccccc3C)nc3ccccc23)cc1,-13%[57.5 µM],2%
COc1cc(C2CC(=O)N(Cc3ccc(F)cc3)c3ccccc3S2)cc(OC)c1OC (centres undefined),-1%,?
O=C(CCc1ccccc1)NC1CC(=O)N(c2ccccc2)C1 (centres undefined),3%,7%
Cc1cccc(CS(=O)CCC(=O)Nc2ccccc2)c1 (centres undefined),-12%,-12%
CCc1ccc(CNC(=O)C(CC)n2ccc3cc(S(=O)(=O)N4CCCCC4)ccc32)cc1 (centres undefined),-19%,-28%
CCc1ccc(-n2nc(CO)c(C(=O)NCc3cccnc3)n2)cc1,4%[57.5 µM],-15%
COc1ccccc1C(=O)n1nc(-c2ccccc2)nc1NCc1ccc(Cl)cc1,8%,24%
CC(=O)c1ccc(NC(=O)COc2ccccc2-c2nc(-c3ccc(C)cc3)no2)cc1,3%,4%
O=C(Cn1c(SCCOc2ccccc2)nc2ccccc21)N1CCOCC1,-27%,-7%
COc1ccc(CCNC(=O)C2CCCN(c3nc4c(C)cc(C)cc4s3)C2)cc1OC (centres undefined),-11%,?
COCCCNC(=O)c1c(-c2ccccc2)c(-c2ccccc2)nn(C)c1=O,-1%[57.5 µM],11%
CC(C)c1cc(N2CCN(C)CC2)n2c(nc3ccccc32)c1C#N,12%,7%
O=C(O)C1CCCC(C(=O)O)C1 (centres undefined),-1%,-6%
Cc1ccc(CNC(=O)NC2COc3ccccc3C2)cc1 (centres undefined),0%,12%
COc1ccccc1C(=O)NC1=NC(c2ccc(Br)cc2)CC(=O)N1 (centres undefined),26%,0%
O=C(O)/C=C/c1ccc(Oc2ccc(Cl)cc2)cc1,-5%,-14%
CCCc1cnc2c(c1SCC(=O)NCc1ccc(C)cc1)c(=O)n(C)c(=O)n2C,4%,7%
O=C(c1cccc(Br)c1)N(Cc1cccc2[nH]ccc12)C1CC1,2%,13%
S=C(NCCC12CC3CC(CC(C3)C1)C2)Nc1ccc(Cl)cc1,-4%,-9%
O=C(c1cccs1)N(Cc1ccncc1)C1CC1,0%,-11%
# Additional compounds follow.
SMILES,UDG counter,AID inhibitor
CN(Cc1cccc(F)c1)C(=O)COc1ccc2ccc(=O)oc2c1,-6%,-17%
CCn1c(CNC(=O)c2ccccc2F)nnc1SCC(=O)N1CCc2ccccc21,23%,-21%
Cc1ccc(C)c(Nc2nc(-c3ccccc3)c3cc(Br)ccc3n2)c1,-3%,?
Fc1ccc(CNC(=S)N2CCc3ccccc32)cc1,0%,8%
CCC(C)NC(=O)c1ccccc1NC(=O)C1CCN(S(=O)(=O)Cc2ccccc2)CC1 (centres undefined),36%[activator],2%
CCOC(=O)CC(NC(=O)Cn1nnc(-c2ccc(C(F)(F)F)cc2)n1)c1ccc(C)cc1 (centres undefined),14%,41%[activator]
COc1ccc(C2C(C(C)=O)=C(O)C(=O)N2c2ccc(OC)cc2)cc1 (centres undefined),-4%,-1%
C/C(=N/O)c1cc2ccc(O)cc2oc1=O,-7%,-5%
COc1ccc(-c2noc(CSc3nnc(Cc4ccccc4)n3-c3ccccc3)n2)cc1OC,?,?
COC(=O)c1ccc(CNC(=O)c2ccc(Oc3ccccc3)cc2)cc1,-1%,0%
